pCIP destab – p/CIP protein destabilization | Q05BA5 | F442A p/CIP-EGFP cells, EGFP fluorescence, 16 h | AID 1984 | hit rate 0.01% among 290,000 | decrease of EGFP signal, % at 10 µM;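 active = EGFP signal decrease of at least 30% at 10 µM or well 3 SD below plate mean, unless failing retest; inactive = the rest, including hits failing retest or dose response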; also: some compounds called inactive have numbers as strong as hits; many of its hits are not listed in these tables
VIM-2 inh – blocks Pseudomonas aeruginosa VIM-2 metallo-beta-lactamase | hit rate 0.89% among 290,000 | purified VIM-2, nitrocefin hydrolysis, epi-absorbance fluorescence | AID 1527 | inhibition, % at 5.6 µM;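 active = inhibition above the mean of all tested compounds plus 3 SD, cutoff set per screening run, cut at about 7.5% in these data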;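 also: red hydrolysis product quenches plate fluorescence so inhibitors raise well fluorescence; 0% = enzyme with DMSO and 100% = DMSO without enzyme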
HCV NS3 hel inh – inhibitors of Hepatitis C virus NS3 helicase; NS3 helicase DNA unwinding, Cy5 molecular beacon fluorescence; inhibition, % at 10.9 µM; hit rate 0.56% among 290,000;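 active = inhibition above the mean of all tested compounds plus 3 SD, set per campaign, cut at about 35% in these data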;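 also: 0% = DMSO wells and 100% = thioflavine S control wells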
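Test system: hepatitis C virus NS3 helicase domain fragment enzyme. Also added: annealed dual-labelled DNA beacon duplex, ATP-started. Timing: 60 min unwinding reaction at 25 °C after ATP addition. Technique: Cy5 fluorescence. Measure: % inhibition of unwinding.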
PHOSPHO1 block – inhibitors of human PHOSPHO1 phosphatase | Q8TCT1 | recombinant PHOSPHO1, absorbance phosphatase assay | inhibition, % at 13.3 µM | hit rate 1.1% among 290,000; in the data active = inhibition above about 60%
DNA FID counter – counter-screen for HCV NS3 helicase inhibitors: DNA intercalator displacement. DNA fluorescent intercalator displacement, fluorescence. hit rate 0.17% among 290,000. AID 1845. inhibition, % at 7.9 µM; in the data active = inhibition above about 37%;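 also: 0% = vehicle and 100% = reference compound; higher means more ethidium bromide displaced from hairpin DNA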
UBC9 SUMO inh – SUMOylation inhibition; hit rate 0.36% among 290,000; HTRF SUMOylation assay, SAE1/SAE2 + UBC9, in vitro; inhibition, % at 35 µM; in the data active = inhibition above about 50%, passing the limit was not always enough; also: strong numbers were not always called active
IDE act – boosts human insulin-degrading enzyme activity in HEK cells; FAbeta-B cleavage, fluorescence polarization; 0% vehicle, 100% cell-free pure enzyme wells; activation, % at 5.96 µM; hit rate 0.073% among 340,000;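 active = activation above the mean of all tested compounds plus 3 SD, set per screening campaign, cut at about 17% in these data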
Target sequence (P14735 whole entry, looked up): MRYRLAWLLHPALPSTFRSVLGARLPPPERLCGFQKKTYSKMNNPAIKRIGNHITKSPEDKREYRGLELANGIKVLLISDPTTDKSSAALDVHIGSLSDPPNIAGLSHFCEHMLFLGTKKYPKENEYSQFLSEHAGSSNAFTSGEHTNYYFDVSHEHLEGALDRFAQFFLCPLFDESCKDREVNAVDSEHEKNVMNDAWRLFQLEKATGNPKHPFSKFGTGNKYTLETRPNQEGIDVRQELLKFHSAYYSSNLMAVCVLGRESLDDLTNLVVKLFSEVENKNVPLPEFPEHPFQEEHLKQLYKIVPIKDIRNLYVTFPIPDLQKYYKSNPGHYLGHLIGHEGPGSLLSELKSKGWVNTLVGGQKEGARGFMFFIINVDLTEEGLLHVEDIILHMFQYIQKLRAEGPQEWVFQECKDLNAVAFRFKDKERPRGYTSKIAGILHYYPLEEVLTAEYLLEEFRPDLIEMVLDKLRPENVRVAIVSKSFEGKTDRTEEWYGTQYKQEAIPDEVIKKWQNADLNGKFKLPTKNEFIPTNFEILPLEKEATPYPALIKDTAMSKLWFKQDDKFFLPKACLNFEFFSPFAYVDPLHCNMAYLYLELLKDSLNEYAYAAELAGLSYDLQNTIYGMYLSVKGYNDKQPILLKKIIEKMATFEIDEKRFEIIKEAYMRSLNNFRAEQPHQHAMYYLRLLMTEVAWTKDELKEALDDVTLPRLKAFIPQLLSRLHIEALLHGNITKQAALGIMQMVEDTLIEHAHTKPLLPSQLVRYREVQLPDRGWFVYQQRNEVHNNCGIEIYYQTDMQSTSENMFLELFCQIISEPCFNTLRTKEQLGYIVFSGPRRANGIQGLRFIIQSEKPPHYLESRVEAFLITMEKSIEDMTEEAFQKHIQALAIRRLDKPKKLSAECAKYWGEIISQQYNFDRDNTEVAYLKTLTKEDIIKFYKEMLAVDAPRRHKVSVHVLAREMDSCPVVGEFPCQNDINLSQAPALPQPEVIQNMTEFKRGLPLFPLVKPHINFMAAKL
IMP-1 inhibitor – inhibitors of Pseudomonas aeruginosa IMP-1 metallo-beta-lactamase | hit rate 0.45% among 290,000 | inhibition, % at 5.6 µM | purified IMP-1, nitrocefin hydrolysis, epi-absorbance fluorescence | AID 1556;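 active = inhibition above the mean plus 3 SD of all compounds in the same screening run, cut at about 4.5% in these data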;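 also: 0% = IMP-1 with DMSO and 100% = DMSO wells lacking enzyme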
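System: purified IMP-1 / Input: IMP-1 dispensed at 0.2 nM / Medium: 50 mM HEPES pH 7.1, 50 µM ZnSO4, 0.05% Brij 35 / Timing: 15 min enzyme–compound preincubation, then 25 min nitrocefin reaction, 25 °C / Technique: plate fluorescence quenching by hydrolysis product, ex 480/em 530 nm / Repeats: singlicate testing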
MEKK3 PB1 HTS – raises or lowers MEK5 binding to the human MEKK3 PB1 domain; bead-based flow cytometry, Alexa488-MEK5 binding to MEKK3; actives lie on both sides; 0 = blocked by unlabeled MEK5, 100 = vehicle; hit rate 1.4% among 290,000; binding response (% of control), % at 10 µM; Q99759;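 active = binding response more than 3 SD above or below the average of its plate-row segment, actives on both sides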;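 also: Alexa488 bead fluorescence after subtracting the streptavidin-only scavenger bead signal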
Active calls of the source: *; / = no result given; [ ] = dose if it differs, or a comment.

SMILES	pCIP destab	VIM-2 inh	HCV NS3 hel inh	PHOSPHO1 block	DNA FID counter	UBC9 SUMO inh	IDE act	IMP-1 inhibitor	MEKK3 PB1 HTS
CC1CCCN(C(=O)CSCC(=O)N=c2sc3ccccc3n2C)C1 (stereo unspecified)	0.8	-3.6	2.9	12.8	-37.9	10.6	-1.8	-0.8	103.0
CCNC(=O)c1ccccc1-c1nc(-c2ccccc2Cl)no1	1.0	-0.5	-14.0	10.6	-6.4	14.8	-4.4	-2.9	100.0
N#CCC(=O)NCCCOC(=O)Nc1ccc(Cl)c(Cl)c1	-3.0	-1.6	2.5	-33.4	6.1	11.8	4.7	-0.5	101.0
Cn1nnnc1SCc1cn2cccnc2n1	-0.8	-2.6	1.2	-13.6	0.7	18.6	0.2	-2.4	101.0
CCN1CCN(c2cc(C)c3cc(NC(=S)N4CCN(c5ccccc5F)CC4)ccc3n2)CC1	3.3	-2.8	-61.9	-0.1	28.7	1.3	3.4	-4.3	113.0
Cc1ccccc1-n1c(C)nnc1SCC(=O)N1CCc2ccccc2C1	-11.4	0.6	-6.8	-10.9	-29.5	12.4	3.7	-4.5	102.0
COc1ccc(-n2c(SCC(=O)O)nnc2-c2ccc(NC(=O)c3ccccc3)cc2)cc1	4.3	-1.7	-1.5	9.0	-31.3	4.6	0.4	-2.6	90.0
Cc1ccc(C(=O)N/C(=C\c2ccc(-c3ccccc3[N+](=O)[O-])o2)C(=O)NCCCN2CCOCC2)cc1	0.5	-1.0	-75.5	-14.3	5.8	23.7	4.0	-5.1	103.0
O=C(COc1ccccc1[N+](=O)[O-])NCc1cccnc1	-14.7	1.2	2.8	9.8	4.3	7.9	0.3	-2.6	100.0
CCOc1ccc(NC(=O)c2ccc(N)cc2)cc1	4.4	0.2	0.1	-4.7	1.9	-2.0	2.1	-2.9	102.0
Cc1c(C(=O)O)cccc1-c1ccc(/C=N/Nc2ccc(Br)cc2)o1	-2.1	-0.8	43.9*	-14.6	-27.9	32.0	0.9	-1.0	97.0
Cn1c(SCc2nc3ccccc3[nH]2)nnc1-c1cccs1	2.1	0.7	-9.4	42.7	-7.7	-15.0	-0.8	-0.7	106.0
COc1ccc(CNC(=O)C2COc3ccccc3O2)c(OC)c1 (stereo unspecified)	-12.6	-2.1	10.4	13.5	-8.2	4.5	7.5	-4.5	/
O=C(O)c1ccc(/C=N/NC(=O)c2cc3c(ccc4ccccc43)o2)cc1	5.1	-4.8	9.1	32.9	-57.6	34.4	-1.8	-1.6	98.0
CCC1Oc2ccccc2N(CC(=O)NC2CC2)C1=O (stereo unspecified)	2.1	-2.3	3.8	2.2	-5.0	-20.4	3.4	-3.5	101.0
Cc1c(Cl)cnc(NC(=O)COC(=O)Cc2coc3ccc4ccccc4c23)c1Cl	1.6	-2.7	21.7	4.1	-21.9	-19.8	4.2	0.5	131.0*
CCCN1C(=O)/C(=C/c2c(N3CCNC(=O)C3CC(=O)OCC)nc3c(C)cccn3c2=O)SC1=S (stereo unspecified)	-640.0	-1.5	-0.5	-16.6	-5.8	-1.0	-129.5	-1.9	99.0
Cc1ccccc1OCC(=O)N1CCN(C(=O)COc2ccccc2C)CC1	3.6	-0.9	-3.8	50.8	-36.5	4.3	2.2	-0.6	103.0
O=C(CSc1ccc(-c2nc3ccccc3[nH]2)cn1)Nc1ccc(S(=O)(=O)NC2CC2)cc1	-1.6	-4.0	1.8	-2.4	-7.9	-3.6	-6.1	-1.9	165.0*
O=C(Cn1cnc([N+](=O)[O-])c1)NCCc1ccccc1	-7.0	1.0	-1.8	29.1	3.4	-2.3	1.2	2.8	105.0
CCOc1ccc(NC(=O)CCS(=O)(=O)c2ccc3c(c2)CCCN3C(C)=O)cc1	-19.9	-1.3	-2.2	19.4	-5.2	5.1	-0.1	-5.0	103.0
CC(C)OC(=O)/C(C#N)=C/c1ccc(-c2ccc(SC(F)F)cc2)o1	-6.3	-1.3	-2.0	5.7	1.8	33.9	-2.1	-2.0	96.0
CCC(C)NC(=O)C(NS(=O)(=O)c1cccc2nsnc12)c1ccccc1 (stereo unspecified)	7.5	-1.5	3.0	33.9	4.1	-16.2	1.8	-0.9	/
Brc1c(CSc2nncn2-c2ccccc2)nc2sccn12	6.3	-1.0	-5.1	-3.7	-1.9	-9.2	-5.7	-0.7	92.0
CCCC(=O)Nc1ccc(C(=O)NNC(=S)NC(=O)c2cccs2)cc1	0.4	-2.5	3.1	-58.7	-6.8	3.7	2.9	-3.3	96.0
CN(CC(=O)Nc1ccccc1C(F)(F)F)C(=O)c1cc([N+](=O)[O-])ccc1N1CCOCC1	1.4	-1.2	8.8	-1.9	-24.2	-4.4	3.8	-3.7	98.0
Cc1c(C(=O)Nc2ccncc2)oc2ccccc12	-6.4	-0.6	-13.3	-2.2	-0.3	28.0	1.8	-4.0	101.0
CCn1nc(C)c(NC(=O)/C=C/c2ccc(OC)c(COc3ccc(Br)cc3)c2)c1C	-22.7	-0.5	-6.0	26.5	-9.4	-13.2	-2.5	2.7	113.0
CCOc1ccccc1C1NC(=O)NC(C)=C1C(=O)OCc1ccco1 (stereo unspecified)	-5.4	-3.8	-3.5	3.3	-21.0	-6.7	-0.6	-1.2	100.0
CC1(C)CC(NC(=O)C2CCC(=O)N(Cc3ccccc3F)C2)CC(C)(C)C1 (stereo unspecified)	-2.0	-0.9	-8.0	/	-29.5	12.0	-1.2	-0.1	103.0
C#CCOC(=O)c1cc(Cl)c(=O)n(Cc2ccc(Cl)cc2Cl)c1	-6.2	-3.5	-6.8	28.3	-22.9	-5.4	3.6	-2.6	108.0
CCOC(=O)c1nnn(CC(=O)NC(=O)Nc2cccc(CC)c2)c1C(=O)OCC	-0.2	-3.4	-2.4	-8.2	-14.5	1.3	9.1	-4.2	104.0
CN1C(=O)N(C)C(NC(=O)Nc2ccccc2)C1NC(=O)Nc1ccccc1 (stereo unspecified)	-12.9	0.1	-2.4	-46.3	-1.8	7.8	2.4	-2.2	102.0
Cc1ccc(S(=O)(=O)CCC(=O)Nc2nc(-c3cccnc3)cs2)cc1	-5.7	-5.4	1.0	42.6	-18.3	13.4	2.9	0.1	101.0
Cc1ccc(CNc2cnccn2)s1	-5.6	-0.5	-6.4	38.1	-2.1	13.7	-0.7	-1.2	108.0
COc1ccc(-c2[nH]ncc2/C=C(\C#N)C(=O)NC2CC2)cc1	8.4	-2.3	-0.3	-9.2	-3.1	6.3	2.4	-3.3	102.0
COc1ccc(Cn2nnnc2C(c2cccs2)N2CCSCC2)cc1 (stereo unspecified)	-3.8	-1.0	-1.8	8.8	-21.9	9.4	-3.2	-2.8	84.0
Cc1ccc(C2CC2/C(=N/O)c2ccc(F)cc2)cc1 (stereo unspecified)	-6.4	-0.3	-10.5	/	-16.1	7.2	-0.4	-0.3	100.0
C=CCn1c(=S)[nH]c2scc(-c3ccco3)c2c1=O	-7.2	0.1	23.7	-127.7	-20.9	23.3	-3.5	-1.9	91.0
CSC1=N/C(=C\c2cccnc2)C(=O)N1c1ccccc1	-14.9	1.4	-2.8	-14.7	-15.5	-10.3	7.4	0.6	95.0
COCCCn1c(=O)c2sccc2n2c(CCCC(=O)NCC3CCCO3)nnc12 (stereo unspecified)	-0.6	-0.4	10.3	27.3	-11.6	19.9	5.0	-3.6	102.0
CCOC(=O)c1[nH]c(C)c(/C=N/O)c1C	-7.9	-0.9	2.0	6.7	-0.3	8.4	4.1	-3.5	100.0
Cc1ccccc1C1c2[nH]c3ccccc3c2C[C@H]2C(=O)N(C3CC3)CC(=O)N12 (stereo partly specified)	0.7	-1.3	-15.7	/	-27.6	8.6	1.0	-3.2	101.0
COc1ccc(CN2CCN(C(=O)CC(C)C)CC2)c2ccccc12	-5.7	-1.6	-15.1	20.3	-14.5	12.7	8.4	-3.2	/
CC(NC(=O)OCc1ccccc1)C(=O)OCN1C(=O)c2ccccc2C1=O (stereo unspecified)	3.3	0.0	-17.1	11.7	2.9	28.7	3.1	-1.7	97.0
COc1ccc(S(=O)(=O)N2CCNCC2)cc1	4.0	-3.2	6.0	34.3	1.7	-3.6	-0.3	-3.9	105.0
N#Cc1c(SCC(N)=O)nc2c(c1-c1ccc(O)cc1)CCCC2	19.9	3.9	-5.0	-38.1	-11.1	-5.6	-2.0	-4.2	95.0
O=C(COc1cccc(Br)c1)N/N=C1\CCCc2ccccc21	4.2	-2.5	0.0	-15.6	-4.8	-2.1	-2.4	-3.9	103.0
O=C(O)CN1C(=O)SC(Nc2ccccc2C(=O)O)C1=O (stereo unspecified)	-10.8	-3.2	-3.8	10.4	2.0	8.0	6.4	-5.1	107.0
O=S(=O)(N/N=C\c1cn(-c2ccccc2)nc1-c1ccccc1)c1ccccc1	-9.1	-1.4	0.3	-31.6	1.1	1.6	0.8	-2.9	126.0*
Brc1cccc(CNCc2ccncc2)c1	-4.2	-4.0	1.4	39.0	1.7	7.5	-5.1	-2.6	99.0
Cc1ccc(C2CCN(C(=S)NC(C)C)C2)cc1 (stereo unspecified)	-6.1	-1.1	-6.3	-6.7	-11.6	1.1	0.9	-0.7	48.0*[inhibitor]
O=C1C(=O)N(CCCN2CCOCC2)C(c2ccc(Cl)cc2)/C1=C(/O)c1ccc(F)cc1 (stereo unspecified)	-2.3	0.9	1.7	34.0	-10.2	25.3	3.8	-0.5	104.0
O=[N+]([O-])c1cccnc1N1CCN(Cc2ccc3c(c2)OCO3)CC1	-6.0	-1.5	5.3	20.1	-1.2	9.8	4.1	-3.2	110.0
C/C(Cc1ccccc1)=N\NC(=O)c1ccccn1	-0.8	-0.9	2.7	37.7	-17.6	4.8	0.0	-1.6	102.0
CC1(N2CCOCC2)C(=O)c2ccccc2C1=O	-8.7	-1.6	8.0	-1.5	-3.4	-8.0	0.2	-3.6	109.0
Cc1ccc(NC(=O)C[n+]2ccn(C3=C([O-])c4ccccc4C3=O)c2)cc1	-2.9	2.0	2.8	1.1	8.9	-2.6	-1.4	-0.9	97.0
O=C(NCC1CCCO1)c1cccc(F)c1 (stereo unspecified)	0.4	-3.2	1.4	10.5	-7.4	5.3	5.5	-1.8	103.0

Screening results as filed in PubChem.

A portion of the library. The share of hits here may be higher or lower than overall.
